pAkt inh = Akt phosphorylation inhibition; Neuro2A IGF-stimulated pAkt S473 HTRF, 20 min; hits give low values; AID 651550; activity change, % for hits at 50 µM; hit rate 0.32% among 360,000; in the data active means activity change below about -80%; inconclusive means mostly about -51% to -80%; further: on the % scale 0 is the no-effect control and ±100 the full control effect
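Neuro2A cells (4,500/well, DMEM with 0.5% FBS) were treated with compound at a single 50 µM final concentration, stimulated with 6 nM IGF for 20 min at 37 °C, and lysed. Phospho-Akt Ser473 was read by HTRF as 665/615 ratio ×10^4.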
Nrf2 ARE act = Nrf2 pathway activation; Potency, µM (highest dose often 46.1 µM), without a hit: at the highest dose activation, most hits filed as activators; AREc32 ARE-luciferase reporter (MCF7-derived line), luminescence, 24 h; hit rate 0.31% among 410,000; further: potency means the concentration at half of the fitted maximal effect; % of control where 0% means no effect; nearly all actives have a fitted effect of over 65% in size
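AREc32 cells carrying an ARE-driven firefly luciferase, 1000 cells/well in OPTI-MEM with 5% FBS, dosed after overnight attachment and incubated 24 hr at 37 deg C. Steady-Glo luminescence read after 30 min at RT.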
TGFb inhibitor = blocks TGF-b signaling; HepG2 CAGA-GFP TGF-b/SMAD3 reporter, GFP fluorescence, 18 h; TGF-beta stimulated, 500 pg/mL final; Potency, µM (doses to about 46.1 µM), without a hit: top-dose activity, negative = inhibition, hits mostly inhibitors; hit rate 1.2% among 410,000; AID 588855; further: potency means the concentration at half of the fitted maximal effect; on the % scale 0 is the no-effect control and ±100 the full control effect; nearly all actives have a fitted effect of over 65% in size
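Cell-based qHTS in HEPG2 carrying a CAGA-GFP Smad reporter; compounds added before 500 pg/mL final TGF-beta, 18 h incubation at 37 degrees C, GFP fluorescence quantified per cell by imaging cytometry.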
Abeta rescue = compounds reversing amyloid beta toxicity in yeast; yeast expressing A-beta42, growth rescue, OD600, 48 h; response scale: 0% DMSO, 100% iron-clioquinol control; Potency, µM (series often up to 46.1 µM), without a hit: at the highest dose growth rescue, most hits filed as activators; hit rate 0.063% among 410,000; further: potency means the concentration at half of the fitted maximal effect; nearly all actives have a fitted effect of over 55% in size
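Yeast A-beta toxicity model in growth medium with pinned compounds, 48 h at 30 C; growth read as absorbance at 600 nm. Normalized to FeCl3/clioquinol equimolar mix (positive) and DMSO (negative).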
Nrf2 inh = Nrf2 pathway inhibition | A549 ARE-Fluc reporter, luciferase luminescence, 18-24 h | Potency, µM (titrated, usually from 46 µM), for the others: at the highest dose activity change, negative = inhibition, usual class: inhibitors | hit rate 2.1% among 360,000 | AID 504444; further: potency means the concentration at half of the fitted maximal effect; on the % scale 0 is the no-effect control and ±100 the full control effect; nearly all actives have a fitted effect of over 60% in size
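Quantitative HTS in A549 cells stably bearing an antioxidant response element-firefly luciferase construct. Inhibition of Nrf2-driven transcription was scored by luminescence after 18-24 h of compound exposure at 37 °C.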
MmCpn inh = inhibitors of Methanococcus maripaludis chaperonin (MmCpn); purified Mm-Cpn ATPase, ADP Transcreener TR-FRET; Potency, µM (series often up to 76.9 µM), inactives show at the top dose activity, negative = inhibition, hits mostly inhibitors; hit rate 0.031% among 330,000; further: potency means the concentration at half of the fitted maximal effect; on the % scale 0 is the no-effect control and ±100 the full control effect; nearly all actives have a fitted effect of over 80% in size
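Reaction buffer contained 30 mM Tris pH 7.4, 100 mM KCl, 5 mM MgCl2 and 1 mM DTT. Mm-CPN (25 nM final) hydrolysed 10 uM ATP over 30 min at 37°C; ADP was read by HTRF.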
CCT modulator = modulators of cytosolic chaperonin (CCT/TRiC) activity | hit rate 0.3% among 360,000 | activity change, % (test concentration not listed), hits read low | AID 651819 | purified chaperonin ATPase assay, HTRF ADP detection, 30 min; in the data active means activity change below about -30%; further: on the % scale 0 is the no-effect control and ±100 the full control effect
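ATPase activity: ADP formed was measured by HTRF Transcreener (665/615 nm ratio) after 30 min at 37 deg C with 10 uM ATP. Compounds screened at one 76 uM concentration against 40 or 20 nM TRiC in Tris pH 7.4/KCl/MgCl2/DTT buffer.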
A549 viability = counter-screen for Nrf2 inhibitors: cytotoxicity in A549 cells | AID 504648 | hit rate 0.16% among 390,000 | Potency, µM (doses to about 46 µM), for the others: at the highest dose activity change, negative = cytotoxicity, hits mostly inhibitors | A549 ARE-Fluc cells, CellTiter-Fluor viability, 18-24 h; further: potency means the concentration at half of the fitted maximal effect; on the % scale 0 is the no-effect control and ±100 the full control effect
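A549 ARE_Fluc cells in 5% FBS OPTI-MEM were exposed to compounds in concentration-response for 18-24 h at 37 deg C. Viability was read by CellTiter-Fluor fluorescence (Ex 405/Em 525) after 30 min, before the luciferase read.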
HepG2 tox = counter-screen for TGF-b inhibitors: cytotoxicity in HepG2 cells; HepG2 CAGA-GFP viability, ATP luminescence, 18 h; Potency, µM (doses to about 46.1 µM), without a hit: at the highest dose activity change, negative = cytotoxicity, actives largely listed as cytotoxic; hit rate 0.76% among 410,000; AID 588856; further: potency means the concentration at half of the fitted maximal effect; some results filed as inactive show a strong effect at the top dose
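CellTiter-Glo luminescence gave cytotoxicity after 18 hours at 37 degrees C. The cells were HepG2 CAGA-GFP in 1% FBS DMEM, stimulated with 500 pg/mL TGF-beta after compound addition. %Activity was normalised to no-cell wells (complete cell-killing) and DMSO (no toxicity), and curves were fitted and classified.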
Numbers without * were called inactive; i = inactive; ? = inconclusive; / = not tested or not shown; ! = repeats disagree; [ ] = dose if it differs, or a comment. Unless noted, the call rests on the fitted dose curve; in most records, active means well fitted curve in the direction sought with a large enough effect; inconclusive means small, poorly fitted or top-dose-only effect, or another doubt; inactive means no such curve, though single readings can be large; an effect the other way counts as inactive or inconclusive. These rows are one share of the data (hit frequency here may not be typical).

SMILES | pAkt inh | Nrf2 ARE act | TGFb inhibitor | Abeta rescue | Nrf2 inh | MmCpn inh | CCT modulator | A549 viability | HepG2 tox
COc1ccc(NC(=O)O/N=C/c2ccccc2)cc1 | i | 4.7% | -1% | -8% | ? | -1% | 0.0 | 15% | -9%
CCCC(C)C(=O)NC1CCSC1=O (configuration not stated) | i | 0.0% | 5% | -5% | 12% | -2% | -1.8 | 6% | -13%
COc1cccc(OC)c1C(=O)NC(=S)N1C[C@H]2C[C@H](C1)c1cccc(=O)n1C2 | i | -0.7% | 9% | -4% | 0% | 1% | -1.2 | -4% | -20%
CCOCCCNC(=O)CN1C2CCC1CC(O)(c1ccc(OC)cc1)C2 (configuration not stated) | i | -0.2% | -2% | -2% | 16% | 2% | 0.1 | 2% | -15%
O=[N+]([O-])c1cc(S(=O)(=O)/N=C(/c2ccccc2)N2CCOCC2)ccc1Cl | i | 26% | ? | -3% | -11% | 1% | -1.5 | -14% | -22%
O=CC(Cl)P(=O)(N1CCCCC1)N1CCCCC1 (configuration not stated) | i | 0.2% | -5% | 4% | -9% | -2% | 0.0 | -4% | -31%
O=c1[nH]c2ccccc2n1C1CCN(C(c2nnnn2-c2ccc3c(c2)OCCO3)C2CC2)CC1 (configuration not stated) | i | -0.1% | ? | -3% | / | / | -1.4 | / | -35%
COc1ccccc1-n1c(-c2ccoc2)nc2ccccc2c1=O | i | 0.3% | 0% | -19% | / | -2% | -2.5 | -9% | -20%
Cc1cccc(Cn2cccc(C(=O)Nc3ccc(F)cc3F)c2=O)c1 | / | 0.1% | -1% | -15% | / | / | / | -15% | -1%
Cc1c(C)c2cc(Cl)c(OCC(=O)N3C[C@H]4C[C@@H](C3)c3cccc(=O)n3C4)cc2oc1=O | i | -0.3% | 0% | -18% | 0% | -2% | -1.8 | -10% | -21%
C=CCn1c(O)c(/C=N/NC(=O)c2ccncc2)c(=O)[nH]c1=O | i | 0.5% | 0% | 10% | 9% | -3% | -2.5 | 1% | 3%
CCOc1cc(-c2c(C#N)c(=O)[nH]c3c2c(C)nn3-c2ccc(F)cc2)ccc1O | i | 0.0% | ? | -4% | -18% | 0% | -0.2 | -11% | -12%
Cc1ccc2c(c1)C1CN(C)CCC1N2C(=O)c1ccccc1NS(=O)(=O)c1cccc(C(F)(F)F)c1 (configuration not stated) | i | 4.9% | 0% | 25% | ? | -1% | 0.9 | ? | -10%
Cc1ccc(C(O)P(=O)(OC(C)C)c2ccc(N(C)C)cc2)cc1 (configuration not stated) | i | 1.1% | 0% | -20% | 8% | 0% | 0.1 | 0% | -52%
O=C(c1ccccc1F)c1cn(CC(=O)N2CCCC2)c2ccccc12 | i | 0.6% | -9% | 0% | -10% | 0% | 0.0 | -5% | -21%
O=c1[nH]c(O)c(C=Nc2cc(F)cc(F)c2)c(=O)[nH]1 | i | -0.5% | -3% | -7% | -11% | -2% | -2.0 | 1% | -3%
Cc1ccc(S(=O)(=O)N2CCC(=O)N(CCOC(=O)Nc3cccc(Cl)c3)CC2)cc1 | i | 6.5% | ? | -13% | ? | -1% | 0.2 | -15% | -14%
CCCCC(=O)N/N=C/c1c(O)n(CCc2ccccc2)c(=O)[nH]c1=O | i | -0.6% | ? | -10% | 1% | 1% | 1.3 | -8% | 20%
CCCCn1c(=O)c(C(=O)Nc2ccccc2S(N)(=O)=O)c(O)c2ccccc21 | i | 2.3% | ? | -2% | / | 0% | 1.8 | -24% | -53%
COc1ccccc1N1CCN(Cc2ccc(SC)cc2)CC1 | i | 0.0% | ? | 23% | ? | 0% | 0.7 | -3% | -35%
CCN(CC)C(=O)c1ccc2c(c1)C1C(Cl)C(Sc3ccccc3[N+](=O)[O-])CC1C(C(=O)O)N2 (configuration not stated) | i | 0.1% | -10% | -16% | -11% | -7% | 0.8 | -1% | -1%
COc1ccc(-c2nc(CS(=O)CC(=O)N3CCC4(CC3)OCCO4)c(C)o2)cc1 (configuration not stated) | / | -0.7% | 0% | 0% | 2% | -2% | -0.9 | -11% | -13%
COC(=O)C1=C(c2ccc(OC)c(OC)c2)C[C@@H]2CC[C@H]1N2C(=O)NCc1ccco1 | i | 0.0% | ? | -1% | -15% | 2% | -9.8 | -4% | -2%
CSCc1nnc2n1-c1ccc(Cl)cc1C(c1ccccc1)=NC2 | i | -0.4% | ? | -14% | -12% | -1% | 1.4 | -8% | -37%
CN1c2ccc([N+](=O)[O-])cc2CC2(C(=O)NC(=O)NC2=O)C1c1ccccc1 (configuration not stated) | i | 2.9% | -24% | 10% | -11% | -1% | -2.9 | -9% | 2%

Results in CCT modulator, HepG2 tox and MmCpn inh (3 entries from above):
molecule	CCT modulator	HepG2 tox	MmCpn inh
COc1cccc(OC)c1C(=O)NC(=S)N1C[C@H]2C[C@H](C1)c1cccc(=O)n1C2	-1.2	-20%	1%
COc1ccc(-c2nc(CS(=O)CC(=O)N3CCC4(CC3)OCCO4)c(C)o2)cc1 (configuration not stated)	-0.9	-13%	-2%
COc1ccccc1-n1c(-c2ccoc2)nc2ccccc2c1=O	-2.5	-20%	-2%

The main list resumes with the two entries that preceded the break.
SMILES | pAkt inh | Nrf2 ARE act | TGFb inhibitor | Abeta rescue | Nrf2 inh | MmCpn inh | CCT modulator | A549 viability | HepG2 tox
CSCc1nnc2n1-c1ccc(Cl)cc1C(c1ccccc1)=NC2 | i | -0.4% | ? | -14% | -12% | -1% | 1.4 | -8% | -37%
CN1c2ccc([N+](=O)[O-])cc2CC2(C(=O)NC(=O)NC2=O)C1c1ccccc1 (configuration not stated) | i | 2.9% | -24% | 10% | -11% | -1% | -2.9 | -9% | 2%
Cc1nn(Cc2ccccc2)c(C)c1C(=O)OCC(=O)Nc1cc(S(C)(=O)=O)ccc1Cl | i | -0.1% | -1% | -17% | ? | -3% | -1.5 | -10% | -27%
Cc1nn(Cc2c(Cl)cccc2Cl)c(Cl)c1C(=O)O | i | -0.3% | -2% | -9% | 2% | -2% | 0.3 | 0% | 4%
CN(C)P(=S)(Nc1ccccc1)C(Cl)(Cl)Cl (configuration not stated) | i | 3.0% | -6% | 7% | 1% | 1% | -1.5 | 1% | -18%
O=C1NC(=S)N(c2ccc(Br)cc2)C(=O)/C1=C/N1CCN(C(=O)c2ccco2)CC1 | i | 0.2% | -15% | -1% | -8% | 0% | 1.2 | -12% | -2%
CNCC(O)c1ccc(OC(=O)C(C)(C)C)c(OC(=O)C(C)(C)C)c1 (configuration not stated) | i | -0.4% | -2% | -4% | 1% | -7% | -0.9 | -3% | -32%
O=C(c1ccccc1)c1ccccc1N=Cc1c(O)[nH]c(=O)[nH]c1=O | i | 0.2% | 1% | -1% | 0% | -3% | 1.6 | -11% | -5%
O=S(=O)(c1ccccc1)N1Cc2ccccc2-n2nncc2C1 | i | -0.9% | -4% | -9% | / | / | -2.4 | / | -13%
Oc1ccccc1O | i | ? | -6% | -20% | 23% | 1% | -1.1 | -8% | -75%
c1ccc(-c2ccc(CN3Cc4ccccc4-n4nncc4C3)cc2)cc1 | i | 0.3% | 6% | 22% | / | / | 0.3 | / | -1%
CN(C)C(Cc1ccccc1)C(=O)c1c[nH]c2ccccc12 (configuration not stated) | i | 4.1% | 13% | -8% | 1% | 1% | 0.9 | 2% | 0%
O=C(Oc1ccc2ccccc2c1)c1ccco1 | i | 0.6% | ? | -1% | 21% | -4% | -0.8 | -1% | 3%
CCc1ccccc1NC(=O)CNC1CCCCC1 | i | -0.2% | -6% | 5% | 10% | 5% | -0.1 | -6% | -2%
Cc1cc(-c2nc3ncccc3o2)ccc1NC(=O)c1ccccc1Br | / | 0.2% | 1% | -8% | ? | / | / | -24% | 4%
CC(N)C(=O)c1ccco1 (configuration not stated) | i | 6.8% | 18% | 5% | / | 1% | -0.4 | -1% | 13%
C[N+]12CCC(CC1)C(C#N)(N1CCOCC1)C2 (configuration not stated) | i | -0.2% | -7% | 11% | 4% | -1% | -1.1 | 3% | -14%
Cn1c(O)c(/C=N/N2CCOCC2)c(=O)n(C)c1=S | i | -0.6% | 30% | 7% | ? | 2% | 0.0 | -3% | -1%
CCCCCCC(C)(C)c1ccc([C@@H]2C[C@H](O)CC[C@H]2CCCO)c(O)c1 | i | -0.4% | 13µM* | -10% | -1% | -4% | -0.4 | -12% | 10µM*!
Cc1ccc(-c2cc(-c3ccc(C)cc3)[n+](-c3ccc(C(=O)[O-])cc3)c(-c3ccc(C)cc3)c2)cc1 | i | -0.2% | -13% | 3% | 21% | -5% | -0.4 | 3% | -28%
C[C@H]1CNC(=O)c2c(C(=O)Nc3cccc(Cl)c3)ncn21 | i | 14% | -8% | -4% | / | / | 1.0 | / | 31%
Cc1ccc2c(c1)=C/C(=C\c1c(O)[nH]c(=O)[nH]c1=O)C(=O)N=2 | i | 5.5% | -18% | -21% | -7% | 0% | 1.8 | 0% | -18%
COC(=O)C1=C(c2ccc(Cl)c(C(F)(F)F)c2)C[C@@H]2CC[C@H]1N2C(=O)NC1CC1 | i | 0.5% | -20% | 8% | ? | 0% | 1.7 | 0% | -28%
O=[N+]([O-])c1ccc(Sc2nc3ccccc3o2)c([N+](=O)[O-])c1 | i | -2.1% | ? | -86%[inhibitor] | 11% | 2% | -0.8 | -16% | 13µM*
COc1ccc(C(=O)N2C[C@H]3C[C@@H](C2)c2cccc(=O)n2C3)cc1OC | i | -0.9% | 30% | 1% | 13% | -5% | 0.5 | -1% | 4%
Nc1c(C(=O)NCCc2ccccc2)c2nc3ccccc3nc2n1CCN1CCOCC1 | i | -0.3% | ? | / | 0% | 0% | 0.1 | 1% | -101%

Screening results (PubChem BioAssay)
